Bioassay records from PubChem.
D2 agonist: HTS Assay for Allosteric Agonists of the Human D2 Dopamine Receptor: Primary Screen for Agonists. HEK293 T-REx D2 cells, calcium flux agonist mode. actives 0.53% (n = 340,000). AID 485358, 2010. D(2) dopamine receptor (Homo sapiens), P14416. activation, % at 2 µM;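 active means activation over 3 SD above normal in the single-dose calcium agonist read, cut at about 30% in these data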; further: 0% is about no effect
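HEK293 Trex D2 cells, tetracycline-induced, o/n 30 C 5% CO2; no-wash Ca dye, RT 30–90 min; 10-cycle baseline, 23 nl cpd added, kinetic Ca read 180 s; agonist hits = positive Ca response.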
D1 agonist: Allosteric Agonists of the Human D1 Dopamine Receptor: qHTS; D(1A) dopamine receptor (Homo sapiens), P21728; HEK293 T-REx D1 cells, calcium flux, agonist mode; activation, % at 2 µM; actives 1% (n = 360,000); further: 0% is about no effect
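Tetracycline-induced HEK293 TREx D1 cells, force-coupled to calcium signalling, were dye-loaded with a no-wash calcium kit. Compound was pin-added after a 10 s baseline. Fluorescence was read kinetically at 1 cycle/s for 180 s, with calcium rises flagged as agonism.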
D2 PAM: HTS Assay for Positive Allosteric Modulators of the Human D2 Dopamine Receptor: Primary Screen for Potentiators; D(2) dopamine receptor (Homo sapiens), P14416; potentiation, % at 10 µM; HEK293 T-REx D2, calcium flux, EC20 dopamine potentiation; actives 0.34% (n = 340,000); AID 485347, 2010;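 active means potentiation over 3 SD above the plate norm, cut at about 30% in these data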; further: 0% is about no effect
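Using a no-wash calcium dye in inducible, force-coupled HEK293 Trex cells expressing D2, we tracked fluorescence each second for 180 s after compound, then for 180 s after EC20 dopamine to detect augmented signalling.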
D2 antagonist: HTS Assay for Allosteric Antagonists of the Human D2 Dopamine Receptor: Primary Screen for Antagonists; D(2) dopamine receptor (Homo sapiens), P14416; HEK293 TREx D2 cells, calcium flux, dopamine EC80; inhibition, % at 10 µM; actives 2% (n = 340,000); in the data active means inhibition above about 30%; further: 0% is about no effect
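Tetracycline-induced HEK293 TREx cells expressing D2 receptor forced-coupled to calcium signalling, loaded with no-wash calcium dye. Compounds added and calcium flux read 180 s, then dopamine added at EC80 and read a further 180 s.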
D1 potentiator: Potentiators of Human D1 Dopamine Receptor: qHTS | actives 0.036% (n = 360,000) | HEK293 TREx D1 cells, calcium flux, dopamine EC20 potentiation | potentiation, % at 10 µM | D(1A) dopamine receptor (Homo sapiens), P21728 | AID 504651, 2011; in the data active means potentiation above about 30%; further: 0% is about no effect
TRHR PAM: qHTS for Small Molecule Agonists and Allosteric Enhancers of Human TRH Receptor: Primary Screen for Enhancers; enhancement, % at 2 µM; AID 493056, 2011; TRHR cells, fluo-8 calcium fluorescence, EC20 TRH enhancement; actives 0.66% (n = 360,000); Thyrotropin-releasing hormone receptor (Homo sapiens), P34981; in the data active means enhancement above about 30%; further: 0% is about no effect
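Enhancer read-out: after compound pinning and an initial kinetic agonist-mode read, an EC20 of TRH (10 nM final) was injected and fluo-8 calcium signal (Ex 480/Em 530) followed at 1 s/cycle for 100 cycles in TRHR-expressing cells.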
RXFP1 antagonist: qHTS Assay for Antagonists of the Relaxin Receptor RXFP1; activity change, negative = inhibition, % at 57.5 µM; Relaxin receptor 1 (Homo sapiens), Q9HBX9; HEK293-RXFP1, relaxin-stimulated cAMP HTRF, 30 min; hits give low values; actives 0.59% (n = 350,000);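 active means activity change of -60% or lower, but not beyond a set lower limit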; further: on the % scale 0 is the no-effect control and ±100 the full control effect
Target sequence (Q9HBX9 whole entry, looked up): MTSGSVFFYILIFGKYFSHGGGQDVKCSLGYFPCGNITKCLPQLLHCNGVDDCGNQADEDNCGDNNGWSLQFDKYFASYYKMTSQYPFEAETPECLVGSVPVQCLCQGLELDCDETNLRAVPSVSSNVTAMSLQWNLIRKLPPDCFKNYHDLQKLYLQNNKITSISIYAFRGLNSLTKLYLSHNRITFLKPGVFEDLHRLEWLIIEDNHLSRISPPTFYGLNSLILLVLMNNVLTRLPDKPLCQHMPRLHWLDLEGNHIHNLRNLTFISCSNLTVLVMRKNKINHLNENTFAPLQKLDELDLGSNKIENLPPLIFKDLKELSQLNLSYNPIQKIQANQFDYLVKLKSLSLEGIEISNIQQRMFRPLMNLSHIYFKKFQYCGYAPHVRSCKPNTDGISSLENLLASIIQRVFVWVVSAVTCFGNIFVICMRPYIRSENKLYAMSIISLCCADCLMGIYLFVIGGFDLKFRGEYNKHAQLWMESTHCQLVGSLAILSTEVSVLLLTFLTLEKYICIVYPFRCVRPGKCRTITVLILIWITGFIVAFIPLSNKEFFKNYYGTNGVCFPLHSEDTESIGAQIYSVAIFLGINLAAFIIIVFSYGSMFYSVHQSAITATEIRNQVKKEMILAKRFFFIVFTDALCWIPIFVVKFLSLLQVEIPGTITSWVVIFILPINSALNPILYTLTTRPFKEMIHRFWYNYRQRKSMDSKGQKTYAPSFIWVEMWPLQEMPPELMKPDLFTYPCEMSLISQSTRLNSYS
TRHR ag: qHTS for Small Molecule Agonists and Allosteric Enhancers of Human TRH Receptor: Primary Screen for Agonists. TRHR cells, calcium flux fluo-8, FDSS agonist mode. activation, % at 2 µM. actives 0.18% (n = 360,000). AID 493084, 2011; further: 0% is about no effect
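Fluo-8-loaded TRHR cells; 10 s baseline, compound added, kinetic Ca2+ fluorescence read 1/s, agonist mode.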
D1 antag: Antagonist of Human D 1 Dopamine Receptor: qHTS | D(1A) dopamine receptor (Homo sapiens), P21728 | HEK293 TREx D1 cells, calcium flux, dopamine EC80; hits give low values | activity change, negative = inhibition, % at 10 µM | actives 3.2% (n = 360,000); in the data active means activity change below about -30%; further: on the % scale 0 is the no-effect control and ±100 the full control effect
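Tetracycline-induced HEK293 T-REx cells with force-coupled D1 receptor were loaded with a no-wash calcium dye. Compound was added after a 10 s baseline and read kinetically for 180 s; EC80 dopamine was then added and calcium flux followed another 180 s.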
Starred values were filed as active, the others as inactive; . = no result given. Unless noted, no stated cut-off is given here; in the data, active means activation above about 30%; inactive means the rest.

SMILES	D2 agonist	D1 agonist	D2 PAM	D2 antagonist	D1 potentiator	TRHR PAM	RXFP1 antagonist	TRHR ag	D1 antag
COc1ccc(-n2nc(C(=O)NCC(=O)NCc3ccccc3OC)c3ccccc3c2=O)c(OC)c1	-0.4	3	0	5	3	0	0	-0.5	-3
O=c1cc(CSc2ccc(Cl)cc2)nc(-c2ccccn2)[nH]1	0.6	1	4	6	5	7	5	-0.4	4
Cc1noc2ncnc(Oc3ccc(Cl)cc3Cl)c12	-1.0	-1	-9	19	-4	-5	-8	-0.7	.
CCc1ccc(NC(=O)CSc2nnc(-c3cccs3)n2CC)cc1	-0.7	-1	-8	4	2	9	2	-0.7	7
CCn1c(Oc2ccccc2F)nc2c1c(=O)n(C)c(=O)n2C	-1.1	3	6	2	-3	4	-1	-0.4	-5
O=C(c1cc2ccc3cccnc3c2[nH]1)N1CCN(c2cccc(Cl)c2)CC1	0.2	4	20	.	-3	3	-9	0.0	8
Cc1c(Nc2ccc(C=O)cc2)c(=O)n(-c2ccccc2)n1C	0.3	3	-3	-9	5	3	-6	0.5	10
Nc1nc(-c2cccnc2)nn1C(=O)c1ccc(F)cc1	0.3	1	1	0	8	0	7	0.3	-6
CCOC(=O)C1CCN(c2cc(C)nc3c(-c4ccccc4OC)c(C)nn23)CC1	-0.7	0	-1	.	-3	4	-14	-1.2	-1
Cc1ccc(OCc2nnc(SC(C)C(=O)O)n2-c2ccccc2)cc1 (centres undefined)	0.2	0	-4	-2	-2	-7	-10	0.2	-18
CC(=O)c1ccc(N(CC(=O)NC2CCCC2)C(=O)c2csnn2)cc1	1.6	7	2	-22	.	-4	-82*	0.8	5
CN(CC(=O)Nc1cccc(C(F)(F)F)c1)S(=O)(=O)c1ccc2[nH]c3c(c2c1)CCCC3	.	1	3	.	-3	-1	-22	0.1	-8
CC(=O)OCCC(NS(=O)(=O)OCC(Cl)(Cl)Cl)c1ccccc1 (centres undefined)	9.9	1	0	12	-2	0	.	0.6	-6
C=CCN1CCN(C(=O)c2cc3c(s2)CCCC3)CC1	0.4	1	-22	-2	9	-2	9	0.8	-1
C/C(=N\N=C\c1ccccc1)c1nnn(-c2nonc2N)c1C	-0.8	2	-9	3	-8	-4	0	0.8	-8
O=C(CSc1nccn(-c2ccc(Br)cc2)c1=O)NCc1ccccc1	-2.1	4	3	-4	-4	4	-5	0.2	18
COc1ccc(S(=O)(=O)N2CC=C(C(=O)Nc3ccc(NC(C)=O)cc3)CC2)cc1	2.2	1	-2	-4	-2	-4	-5	0.0	-5
CC(=O)c1ccc(OC(=O)c2ccc(Br)o2)cc1	-0.8	59*	7	4	-4	0	-2	-2.0	-16
COc1cccc(CN2CCC(C(=O)N3CCN(Cc4ccc5c(c4)OCO5)CC3)CC2)c1	0.5	0	-1	5	5	8	3	-1.5	2
COc1ccc2nc3oc(C(=O)N4CCCCC4)cc3cc2c1	0.1	0	0	-12	-2	-2	-4	0.6	-17

Record cards (already shown). Order of screens: D2 agonist	D1 agonist	D2 PAM	D2 antagonist	D1 potentiator	TRHR PAM	RXFP1 antagonist	TRHR ag	D1 antag
`CCn1c(Oc2ccccc2F)nc2c1c(=O)n(C)c(=O)n2C` is listed as -1.1	3	6	2	-3	4	-1	-0.4	-5
`CC(=O)OCCC(NS(=O)(=O)OCC(Cl)(Cl)Cl)c1ccccc1` (centres undefined) is listed as 9.9	1	0	12	-2	0	.	0.6	-6

The list continues:
SMILES	D2 agonist	D1 agonist	D2 PAM	D2 antagonist	D1 potentiator	TRHR PAM	RXFP1 antagonist	TRHR ag	D1 antag
Cc1nc([N+](=O)[O-])c(Sc2nc3ccccc3n2C)n1Cc1ccccc1	0.5	1	5	8	-2	-3	.	-0.8	2
O=C(NCCc1ccccc1Cl)c1ccc2nc3ccccc3c(=O)n2c1	-0.2	0	-2	-20	-3	-5	-1	-0.4	-4
COc1ccc(N2C(=O)CS(=O)(=O)C23C(=O)N(Cc2ccc(F)cc2)c2ccc(C)cc23)cc1 (centres undefined)	-0.5	8	-2	.	3	-13	.	1.1	-8
CC1CCCCC12NC(=O)N(CC(=O)N1CCN(S(=O)(=O)/C=C/c3ccccc3)CC1)C2=O (centres undefined)	-0.1	1	5	2	-2	3	9	-1.2	-4
Cc1ccc(/C=C/c2onc(C)c2S(=O)(=O)N2CCC(C(=O)N3CCN(c4cc(C)ccc4C)CC3)CC2)cc1	0.4	6	-6	.	0	-1	.	0.7	-3
O=C(OCCN1C(=O)c2cccc3c(N4CCOCC4)ccc(c23)C1=O)c1ccc(Cl)cc1Cl	36*	165*	-10	27	-10	6	5	71*	-37*
CC(=O)N1CCc2c(sc(NC(=O)Cc3ccc(F)cc3)c2C(N)=O)C1	-0.4	2	13	-5	-6	-5	9	-0.2	0
C/C(CC(=O)Nc1ccc(N(C)C)cc1)=N\NC(=O)c1cnccn1	0.4	4	-10	-13	-2	2	10	0.2	-11
C=CCn1c(SCCNC(C)=O)nc2cc(-c3ccccc3)sc2c1=O	1.5	2	4	14	-2	3	0	-1.0	-4
COc1ccc(CCNC(=O)c2sc3cc(C)ccc3c2Cl)cc1	-0.1	10	2	-22	-11	-1	-7	0.5	-2
O=[N+]([O-])c1cccc(-c2c[n+]3c(n2-c2ccccc2)SCC3)c1	1.5	3	2	-3	2	2	-12	0.0	-1
O=S(=O)(Nc1ccc(-c2nc3ccccc3o2)cc1)c1ccccc1	-0.7	0	16	-6	-7	-1	-12	0.1	-12
O=C(CC(c1ccccc1)c1ccccc1)Nc1ccc2c(c1)OCCO2	1.2	2	-11	-5	-6	0	-14	-0.2	4
COc1ccccc1NC(=O)CSc1ccc2nnc(-c3ccncc3)n2n1	-0.9	3	-4	-2	-5	-5	.	-0.3	-4
O=C(CC1CCCC1)NCCS(=O)(=O)N1CCN(c2ccccc2F)CC1	-0.3	2	-4	3	-12	-1	2	-1.0	-27
Cc1ccc(C)c(-c2nnc(NC(=O)c3ccc4c(c3)OCCO4)o2)c1	1.6	8	.	.	-2	-4	8	-0.2	-37*
COc1cc(NC(=O)C2CCCCC2)c(OC)cc1NC(=O)c1ccccc1	-0.7	-4	15	19	-6	-4	-11	-0.1	8
COc1ccc(F)cc1S(=O)(=O)N1CCCC(C)C1 (centres undefined)	1.1	0	-4	-6	-5	13	11	0.1	5
CCOCCCNc1ncnc2c1[nH]c1ccccc12	-1.0	6	10	5	-1	-1	-6	0.8	-14
COc1ccc(C2=NC3(CCCCCC3)N(CC(=O)Nc3ccc(C)c(C)c3)C2=O)cc1	-0.1	1	4	.	-1	2	-18	1.7	-16
CN(C)c1ccc(/C=N\NC(=S)SCN2C(=O)C3CCC(C)(C2=O)C3(C)C)cc1 (centres undefined)	0.2	0	11	-7	1	1	-14	0.3	11
CCC(C)(C)NC(=O)C(C(C)C)N(CC1CCCO1)C(=O)CNS(=O)(=O)c1ccccc1 (centres undefined)	-1.5	2	9	7	-9	23	11	0.0	-3
COc1ccc(C2=NOC(C(=O)N3CCOCC3)C2)cc1OC (centres undefined)	1.4	2	-4	22	10	8	-19	0.3	-4
O=C(COc1ccc2c(-c3ccccc3)cc(=O)oc2c1)NCc1ccccn1	0.2	4	-13	-17	1	-6	.	1.4	-9
Cc1cc(=O)oc2c(CN3CCN(C)CC3)c(O)c(Cl)cc12	0.1	3	.	-19	-6	-6	10	0.0	-19
COc1cccc(C2CC(=O)Nc3c2ccc(C)c3C)c1OC (centres undefined)	5.9	14	0	.	-4	1	.	4.7	-19
O=C(CN(C(=O)CCC(=O)Nc1ccccn1)c1cccc(F)c1)NCc1ccco1	-0.1	16	-2	-2	.	7	-12	-2.0	2
CN(C)/C=C/C(=O)c1nn(-c2ccc(F)cc2)ccc1=O	-0.1	2	-5	-2	-3	-6	5	0.5	8
CCCCNC(=O)C1CC(c2c(Cl)cccc2Cl)=NO1 (centres undefined)	0.0	2	3	0	-3	0	.	-0.3	-1
CC1=C(C(=O)OC(C)C)C(C2CC=CCC2)NC(=O)N1 (centres undefined)	0.0	0	-2	8	-3	-1	4	0.3	-3
CCn1c(SCC(=O)N2CCN(c3ccccc3)CC2)nnc1-c1cc2cc(Cl)ccc2o1	.	-3	.	.	-1	-3	15	-1.4	-13
CCC(=O)c1ccc(OCC(=O)Nc2nn3cnnc3s2)cc1	-0.9	2	-3	8	-3	2	-1	0.3	16
Cn1nccc1C(=O)N/N=C/c1cccnc1	0.6	1	-3	3	-9	7	0	0.4	4
COc1ccccc1/C=N\Nc1cn[nH]c(=O)c1Cl	-1.6	-1	0	30*	25	-7	-26	1.4	4
Cc1cccc(OCCCC(=O)NCC(=O)Nc2cccc(C)c2C)c1	-0.8	3	-2	4	2	-4	4	-0.5	-9
COc1ccc(NC(=O)CS(=O)CC(=O)N2CCN(C3CCCC3)CC2)cc1 (centres undefined)	0.5	-1	1	7	-2	-4	-16	0.0	18
CC1CC(C)CN(S(=O)(=O)c2cc3c4c(c2)C(C)C(=O)N4CCC3)C1 (centres undefined)	-0.3	1	-6	14	2	-9	-4	-0.6	-6
COc1cc(C(=O)Nc2nnc(SCC(=O)NCC3CCCO3)s2)cc(OC)c1OC (centres undefined)	-0.9	6	1	4	-2	-1	-5	-0.3	-5
Cc1cccc(-n2c(O)c(C=NCCCN3CCOCC3)c3ccccc3c2=O)c1	1.0	3	-1	16	-3	2	1	-0.5	-11
CSCCC(NC(=O)c1ccccc1)C(=O)NC1CCCC1 (centres undefined)	-0.3	2	-2	8	-3	-6	16	0.0	-1
COc1ccc(NC(=O)CCc2nnc3n(C)c(=O)c4sccc4n23)cc1Cl	0.2	-1	3	.	0	3	.	-0.2	3
Cc1ccc(-c2csc3ncn(-n4c(C)ccc4C)c(=O)c23)o1	0.3	-1	1	-6	1	7	-22	-0.5	7

Grouped by structure: the entries above containing a furan ring, fused or not (five)
SMILES	D2 agonist	D1 agonist	D2 PAM	D2 antagonist	D1 potentiator	TRHR PAM	RXFP1 antagonist	TRHR ag	D1 antag
CC(=O)c1ccc(OC(=O)c2ccc(Br)o2)cc1	-0.8	59*	7	4	-4	0	-2	-2.0	-16
COc1ccc2nc3oc(C(=O)N4CCCCC4)cc3cc2c1	0.1	0	0	-12	-2	-2	-4	0.6	-17
O=C(CN(C(=O)CCC(=O)Nc1ccccn1)c1cccc(F)c1)NCc1ccco1	-0.1	16	-2	-2	.	7	-12	-2.0	2
CCn1c(SCC(=O)N2CCN(c3ccccc3)CC2)nnc1-c1cc2cc(Cl)ccc2o1	.	-3	.	.	-1	-3	15	-1.4	-13
Cc1ccc(-c2csc3ncn(-n4c(C)ccc4C)c(=O)c23)o1	0.3	-1	1	-6	1	7	-22	-0.5	7
